Bioassay records (PubChem BioAssay)
Kir21 block – blocks the mouse Kir2.1 inward-rectifier potassium channel | HEK293-Kir2.1, FluxOR thallium flux fluorescence; active compounds read low | B-score at 10 µM | 310,000 compounds, 0.85% hits | AID 1672;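 active means fluorescence ratio B-score at or below minus 3 SD of library scores, with starting-brightness B-score within 2 SD, cut at about -4.2 in these data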;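 further: channel flux triggered by added potassium and thallium sulfate stimulus; B-score of peak minus minimum fluorescence over baseline after thallium stimulus; more negative B-score means stronger Kir2.1 block with less thallium influx; some compounds called inactive have numbers as strong as hits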
Target sequence (P35561 whole entry, looked up): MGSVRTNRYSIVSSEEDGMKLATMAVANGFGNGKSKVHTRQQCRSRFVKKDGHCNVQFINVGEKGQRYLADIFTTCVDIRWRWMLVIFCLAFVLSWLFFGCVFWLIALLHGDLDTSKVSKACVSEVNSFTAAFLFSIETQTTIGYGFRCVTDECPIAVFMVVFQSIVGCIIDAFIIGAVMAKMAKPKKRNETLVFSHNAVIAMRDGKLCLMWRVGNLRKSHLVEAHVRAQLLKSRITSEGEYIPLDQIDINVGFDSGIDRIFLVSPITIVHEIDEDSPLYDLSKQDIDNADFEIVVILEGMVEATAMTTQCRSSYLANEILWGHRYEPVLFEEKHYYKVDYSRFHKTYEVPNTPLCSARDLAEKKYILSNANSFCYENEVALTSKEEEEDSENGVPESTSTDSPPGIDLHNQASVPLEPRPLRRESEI
STK33 kinase inh – inhibitors of human STK33 kinase | Q9BYT3 | purified STK33, MBP phosphorylation, ADP-Glo luminescence | inhibition, % at 10 µM | 320,000 compounds, 0.073% hits | AID 2661;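 active means inhibition at or above 25%, using the most active replicate where run in duplicate; inactive means inhibition below 25%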
Target sequence (Q9BYT3 whole entry, looked up): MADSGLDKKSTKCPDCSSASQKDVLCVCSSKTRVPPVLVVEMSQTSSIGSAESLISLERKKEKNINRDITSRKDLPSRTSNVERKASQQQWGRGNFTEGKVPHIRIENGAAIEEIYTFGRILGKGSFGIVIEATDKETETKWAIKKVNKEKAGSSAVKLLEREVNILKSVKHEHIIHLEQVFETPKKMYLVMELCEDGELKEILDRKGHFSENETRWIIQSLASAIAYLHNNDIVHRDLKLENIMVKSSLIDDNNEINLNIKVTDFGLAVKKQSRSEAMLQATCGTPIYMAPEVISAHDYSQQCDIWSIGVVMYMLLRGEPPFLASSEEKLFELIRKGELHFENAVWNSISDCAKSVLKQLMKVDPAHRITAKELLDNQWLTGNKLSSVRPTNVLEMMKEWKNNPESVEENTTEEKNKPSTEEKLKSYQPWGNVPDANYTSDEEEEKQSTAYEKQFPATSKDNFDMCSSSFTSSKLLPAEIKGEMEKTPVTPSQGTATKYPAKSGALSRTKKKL
Numbers without * were called inactive; / = no result given.

Kir21 block	STK33 kinase inh	SMILES
-1.9	0.5	O=C(COC(=O)c1cncc(Br)c1)NC1CCCCCC1
-0.12	2.3	CC(=O)Nc1ccc2[nH]c3ccccc3c2c1
0.01	1.0	Cc1nonc1OCC(C)(COc1nonc1C)NC(=O)c1ccc(Cl)cc1
0.85	-0.3	N#Cc1cccnc1N1CCN(C(=O)c2cccs2)CC1
1.2	1.5	Cc1noc(C)c1C(=O)NC1=NCCS1
1.2	0.2	CC(C)CN(C(=O)CSc1nncn1-c1ccccc1)c1c(N)n(CC(C)C)c(=O)[nH]c1=O
0.02	0.2	CCCC(=O)NNc1cc(=O)c2c(=O)n(C)c(=O)n(C)c2[nH]1
-1	-2.0	O=C(CCN1C(=O)c2ccccc2C1=O)Nc1ccc(-c2nc3ccccc3o2)cc1
0.6	-0.7	COCc1[nH]nc2c1C1(C(=O)Nc3ccc(F)cc31)C(C#N)=C(N)O2 (stereo not given)
1.1	-2.4	COCCNC(=O)c1ccc(N2CC3CC(C2)c2cccc(=O)n2C3)c(NC(=O)c2ccc(F)cc2)c1 (stereo not given)
-1	-1.9	COc1ccc(NC(C)C(=O)N2CCN(Cc3ccccc3)CC2)cc1 (stereo not given)
1.5	-1.0	COCC(C)(C)COS(N)(=O)=O
1.8	-1.2	Cc1ccc(Cl)c(OCC(=O)Nc2cccnc2)c1
-0.15	-2.5	Cc1ccccc1NS(=O)(=O)c1ccc(OCC(=O)NCc2ccco2)cc1
0.51	-0.9	CCN(CC)C(=O)CSc1nnc([C@@H](N)C(C)C)o1
-1.3	-0.2	CSc1ccccc1OCc1cc(C(=O)NCc2ccc(C)s2)no1
-0.08	-1.2	CCn1c(=O)c2c(nc(SCC(=O)NC3CCCC3)n2C)n(C)c1=O
-0.85	-0.5	Cc1ccc(C)c(NCC(=O)NNC(=S)Nc2ccccc2)c1
0.43	-0.7	CSc1ccccc1NC(=O)CN(C)CC(=O)Nc1ccccc1F
0.06	-1.3	CNC(=S)N(CCc1c(C)[nH]c2ccc(F)cc12)Cc1cccnc1
-0.84	-0.3	Cn1c(=O)c2c(nc(CN3CCCCC3)n2CCCc2ccccc2)n(C)c1=O
0.53	-0.1	O=C(Nc1nnc(-c2cccs2)s1)C1CC1
0.64	0.1	Cc1cc(Cl)c2ccc(Cl)cc2n1
-0.05	1.4	O=C(OCCCOc1ccc(F)cc1)c1ccc(O)cc1O
-0.58	1.7	O=C(NCCCN1CCN(c2ccccc2)CC1)C1CCCN(c2ncnc3c2nc2n3CCCCC2)C1 (stereo not given)
-0.93	-3.0	O=c1c2cc(Cl)ccc2[nH]c(=S)n1Cc1ccco1
0.99	-0.7	CCN(CC)CCCn1c(SCC(=O)Nc2cccc(F)c2)nnc1-c1ccoc1C
1.4	-4.9	O=C(/C=C/C(=O)NCc1cccs1)NCc1cccs1
-0.19	-0.9	Cc1nonc1OCC(C)(COc1nonc1C)NC(=O)c1ccccc1
0.99	-1.2	CCN(CC)S(=O)(=O)c1ccc(C(=O)NCCc2ccccn2)cc1
-3.4	-0.6	c1ccc(Cn2c[n+](Cc3ccccc3)c3ccccc32)cc1
1	-1.9	CC1CCCCC12NC(=S)N(c1ccccc1)N2 (stereo not given)
/	0.5	CCOC(=O)[C@@H]1[C@H]2COc3ccc(Br)cc3[C@@H]2N2C(=O)N(c3ccc(Cl)cc3)C(=O)[C@@]12C
-1	-1.1	Cc1ccc(C)c(N(CC(=O)NC2CCCC2)C(=O)c2cc3cc4cc(C)ccc4nc3s2)c1
-0.01	-1.0	CCS(=O)(=O)N1CCCC(c2nc(-c3cccc(OC)c3)no2)C1 (stereo not given)
-0.16	-2.7	Cc1ccc(S(=O)(=O)N2CCC3(CC2)OCCO3)cc1
2.2	-1.1	Cc1ccccc1-c1ccc(Nc2ccc(N3CCOCC3)cc2)nn1
-2.3	1.4	Cc1ccc(C2CC(=O)Nc3sc(C(N)=O)c(N)c32)cc1 (stereo not given)
-0.21	1.8	Cc1cccc(C(=O)Oc2ccccc2C2C[C@]3(C)CC(=O)NC3N2C(=O)c2cccc(C)c2)c1 (stereo not given in full)
0.6	0.6	CCCNc1nc2c(c(=O)[nH]c(=O)n2C)n1Cc1cccc(Br)c1
/	1.6	COc1ccccc1S(=O)(=O)Cc1ccc(C(=O)N2CCN(c3ccccn3)CC2)o1
-3.5	-0.6	CCn1ccnc1CN1CCCC(CO)(Cc2cccc(OC)c2)C1 (stereo not given)
-0.49	-2.6	COc1cc(-c2nc(C)c(C(C)=O)n2O)ccc1OCC(=O)Nc1ccc(Cl)cc1
0.52	-0.3	CCOC(=O)CSc1nnc(Cn2nnc(-c3ccccc3)n2)n1C
0.1	-2.1	COc1ccc(CN2CCN(CCc3ccccc3)C(CCO)C2)c(Cl)c1OC (stereo not given)
-1.2	0.1	COc1cc(NC(=O)C23CC4CC(C2)CC(n2cnc([N+](=O)[O-])n2)(C4)C3)cc(OC)c1
0.39	-1.8	Cc1c(-c2ccccc2)sc(Br)c1C(=O)N1CCOCC1
-1.6	-0.4	CC12CCC(C(=O)N3CCN(c4ccccc4)CC3)(CC1=O)C2(C)C (stereo not given)
-1.8	-1.4	O=C(OC1CCOC1=O)c1cncc(Br)c1 (stereo not given)
0.6	1.3	Cc1ccc(/C=N/NC(=O)c2nnn(-c3nonc3N)c2CSc2ccccc2)cc1
0.04	0.1	CN(Cc1cccs1)C(=O)c1ccc(S(=O)(=O)N2CCCCC2)cc1
-1.1	-0.7	CCN(Cc1cc(=O)n2cc(Cl)c(C)c(Cl)c2n1)Cc1nc2ccccc2c(=O)[nH]1
-0.62	-0.7	O=C(NCCc1ccccc1)c1ccc(OCCOc2ccccc2)cc1
0.46	-0.8	O=C(Nc1ccc(Cl)cc1)N(CCCN1CCOCC1)Cc1cccs1
0.73	-0.8	O=C1N(Cc2ccc3c(c2)OCO3)c2ccccc2C1(O)c1c[nH]c2ccccc12 (stereo not given)
0.2	-0.6	CC(=O)c1ccc(N2CCN(C(=O)CCCn3c(=O)[nH]c4ccccc4c3=O)CC2)cc1
0.92	-1.9	O=C(CCc1nc(-c2ccccc2F)no1)NCc1ccco1
1.4	-1.7	CN(CC(N)=O)S(=O)(=O)c1ccc(F)cc1
-0.35	0.4	Cc1ccc(C(=O)CNc2cccc([N+](=O)[O-])c2)cc1
-0.02	1.5	O=[N+]([O-])c1ccc2c(c1)[nH]c(=S)n2-c1ccccc1

Structures shown so far that contain bromine, in the order listed:
Kir21 block	STK33 kinase inh	SMILES
-1.9	0.5	O=C(COC(=O)c1cncc(Br)c1)NC1CCCCCC1
/	0.5	CCOC(=O)[C@@H]1[C@H]2COc3ccc(Br)cc3[C@@H]2N2C(=O)N(c3ccc(Cl)cc3)C(=O)[C@@]12C
0.6	0.6	CCCNc1nc2c(c(=O)[nH]c(=O)n2C)n1Cc1cccc(Br)c1
0.39	-1.8	Cc1c(-c2ccccc2)sc(Br)c1C(=O)N1CCOCC1
-1.8	-1.4	O=C(OC1CCOC1=O)c1cncc(Br)c1 (stereo not given)

Shown field by field: part of the list above
molecule: CN(CC(N)=O)S(=O)(=O)c1ccc(F)cc1
  Kir21 block = 1.4
  STK33 kinase inh = -1.7
molecule: Cc1ccc(C(=O)CNc2cccc([N+](=O)[O-])c2)cc1
  Kir21 block = -0.35
  STK33 kinase inh = 0.4

Further results follow:
Kir21 block	STK33 kinase inh	SMILES
-0.7	1.5	CC(=O)N1CCc2cc(S(=O)(=O)CCC(=O)NCc3ccc4c(c3)OCO4)ccc21
0.66	-1.8	COc1ccc2sc(N3C(=O)CC(Cc4cccc(C)c4)C3=O)nc2c1 (stereo not given)
-0.26	-0.1	O=C(CC1C(=O)NCCN1C(=O)Nc1ccccc1)Nc1ccc2c(c1)OCO2 (stereo not given)
-1.5	-1.3	COCCCN(C(=S)NC(=O)C12CC3CC(CC(C3)C1)C2)c1c(N)n(Cc2ccccc2)c(=O)[nH]c1=O
0.86	-1.0	Cc1ccc(CSc2nnc(-c3ccccc3N)c(=O)[nH]2)cc1
-0.7	0.3	Cc1ccc2nc3c(cc(C(=O)NCCCn4ccnc4)n3C)c(=O)n2c1
-0.68	-0.5	Cc1ccc(NC(=O)C2CCN(S(=O)(=O)c3ccc4c(c3)OCCO4)CC2)nc1
-0.04	0.1	CCC(=O)O/N=C(\N)c1ccc(Oc2cc(C)c(Cl)c(C)c2)c([N+](=O)[O-])c1
0.02	-1.1	Cc1ccc(C)c(NC(=O)Cc2coc3cc4c(cc23)CCC4)c1
-0.15	-2.1	Cc1ccc2[nH]c3c(=O)n(CC(=O)Nc4ccccc4N4CCN(C)CC4)ncc3c2c1
0.13	-0.6	Cc1ccc(S(=O)(=O)NC2=NCN(CC(=O)O)CN2)cc1
0.62	-0.3	CCOC(=O)c1ccccc1NC(=O)c1c(F)c(F)c(F)c(F)c1F
1.7	-0.9	FC(F)(F)COc1cc(-c2nnc(SCc3ccccc3)n2Cc2ccco2)cc(OCC(F)(F)F)n1
-0.72	0.4	O=C(CSc1ncccc1C(=O)O)NC1CCCCC1
-0.25	0.3	O=C(O)CSCc1cn2cc(Cl)ccc2n1
-0.97	0.7	CCOC(=O)C1=C(C)Nc2nnnn2C1c1cccnc1 (stereo not given)
-0.01	-0.8	CC1CN(CCOCCSc2ccc(Cl)cc2)CC(C)O1 (stereo not given)
1.8	0.1	COc1ccc(Cl)c(Cn2c(NCC(C)O)nc3c2c(=O)n(C)c(=O)n3C)c1 (stereo not given)
0.01	-1.0	Cc1cccc(NC(=O)C2CCCC2)c1
-0.16	-1.2	COC(=O)[C@H](CC(C)C)NS(=O)(=O)c1ccccc1
-2.2	-0.5	Cc1oc(-c2cccc(F)c2)nc1CN1CCCCC1CCc1ccccn1 (stereo not given)
-0.99	0.7	CCN(CC(=O)NCc1cccs1)C(=O)/C=C/c1cccc(Br)c1
/	-1.5	Cc1cc(NC(=O)COC(=O)c2ccccc2NCCO)no1
/	-0.7	Cc1ccc2c(=O)n3c(nc2c1)C(Cc1ccc(O)cc1)NC(=O)c1ccc(Cl)cc1-3 (stereo not given)
-3.8	-0.7	Cc1cccc2sc(N(CCCN(C)C)C(=O)c3ccc4ncsc4c3)nc12
0.54	-1.3	COc1ccccc1CNC(=O)c1nccnc1CO
0.32	0.1	COc1ccc(CNC(=O)[C@H](C)NC(=O)C2CCN(S(=O)(=O)c3ccc(C)cc3)CC2)cc1
0.71	-1.0	Cc1cccc(NC(=O)COc2ccccc2)c1
/	-0.5	CC(C)c1ccc(S(=O)(=O)N2CCN(CC(=O)Nc3ccc(Cl)cc3F)CC2)cc1
1.7	0.3	Cc1ccc(Cn2c(=N)c(C(=O)NC3CCCCC3)cc3c(=O)n4ccccc4nc32)cc1
-5.8*	3.1	COC(=O)CSC1=NS(=O)(=O)c2ccccc21
-0.01	-0.9	COc1ccc(OC)c(S(=O)(=O)NC2CC(=O)N(c3ccc(C)c(C)c3)C2)c1 (stereo not given)
0.45	1.2	COc1ccc2nc(NC(=O)CSc3nnnn3C)sc2c1
-0.22	-1.7	COc1ccc(NS(=O)(=O)c2cc(NC(=O)/C=C/c3cc(OC)ccc3OC)ccc2N2CCCCC2)cc1
2.3	-0.3	Cc1ccc(/C=C2\SC(=S)N(CCC(=O)N3CCOCC3)C2=O)cc1
0.01	-1.6	O=S(=O)(c1ccc(NC(=S)NN=C(C2CC2)C2CC2)cc1)N1CCOCC1
-0.01	-0.3	CCn1c(O)c(N=NC(=O)c2cccc(S(=O)(=O)N3CCCCC3)c2)c2ccccc21
0.43	-1.2	O=c1c2cc(N3CCOCC3)ccc2[nH]c(=S)n1Cc1cccc(Cl)c1
1.1	-0.8	O=C(Nc1nnc(-c2ccccc2)s1)c1ccccc1F
0.59	-4.3	CCCCCCN1CC(O)=C(c2nc3ccccc3[nH]2)C1=N
2.2	-0.1	COCCOC(=O)C1=C(C)NC(=O)NC1c1cccs1 (stereo not given)
-0.04	-0.8	CC(C)C(c1nnnn1C(C)(C)C)N1CCN(c2cccc(Cl)c2)CC1 (stereo not given)
0.99	-1.4	Cc1ccc(C)c(S(=O)(=O)N2CCN(C(=O)CSc3ccccc3F)CC2)c1
0.93	1.1	CN1C(=O)NC(c2ccccc2[N+](=O)[O-])C2=C1CC(C)(C)CC2=O (stereo not given)
1.1	-0.3	CC(=O)N(C)c1ccc(NC(=S)Nc2cccc3ccccc23)cc1
0.21	-1.7	CC(CNC(=O)C1CCCCC1)NC(=O)C1CCCCC1 (stereo not given)
-0.83	-0.6	Cc1ccc2c(c1)cc(C(=O)N1CCN(c3ccccn3)CC1)n2C
0.03	0.1	CCCC(=O)Nc1cccc(-c2cn3ccsc3n2)c1
0.29	3.9	Cc1cc(C)nc(N/N=C/c2ccc3c(c2)OCCO3)n1
1.4	0.4	NC(=O)CCCn1c(C(=O)c2cc(Cl)c(N)c(Cl)c2)c2ccc([N+](=O)[O-])cc2[n+]1[O-]
/	0.1	COc1ccc(NC(=O)c2cc(S(=O)(=O)N3CCCC3)ccc2C)cn1
0.57	-0.4	CC1=C(C(=O)OCC2CCCO2)C(c2ccc(F)cc2)NC(=O)N1 (stereo not given)
0.21	0.2	O=c1c2ccccc2nc2c3ccccc3c(NCCN3CCOCC3)nn12
0.68	-1.5	COc1ccc(N2CCN(CCCNC(=O)Cn3c(=O)c4cccn4c4cccnc43)CC2)cc1

Whole records from above:
Listed for Cc1ccc(C)c(N(CC(=O)NC2CCCC2)C(=O)c2cc3cc4cc(C)ccc4nc3s2)c1 = Kir21 block: -1; STK33 kinase inh: -1.1
Listed for CC1=C(C(=O)OCC2CCCO2)C(c2ccc(F)cc2)NC(=O)N1 (stereo not given) = Kir21 block: 0.57; STK33 kinase inh: -0.4
Listed for O=C(Nc1ccc(Cl)cc1)N(CCCN1CCOCC1)Cc1cccs1 = Kir21 block: 0.46; STK33 kinase inh: -0.8
